TRAIL sens C8: caspase-8 TRAIL sensitization; inhibition (viability loss, TRAIL sensitization), % at 10 µM; AID 624354; NB7+C8 cells + TRAIL, ATPlite viability luminescence; 360,000 tested, 1% active;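 active = compounds causing at least 50% loss of cell viability in the single-dose screen, relative to plate controls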
CF NFkB block: cystic fibrosis NF-kB activation inhibition | KKLEB NF-kB-GFP reporter, PAF-induced, GFP fluorescence overnight | 360,000 tested, 0.86% active | inhibition, % at 5 µM;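 active = at least 50% inhibition at 5 µM, scaled per plate between neutral and stimulator controls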;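 note: PAF is a Pseudomonas aeruginosa culture filtrate used as stimulus; plate controls were PAF-stimulated DMSO wells for no effect and unstimulated DMSO wells for full effect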
KKLEB tox: CF airway cell cytotoxicity counter-screen; 360,000 tested, 0.36% active; KKLEB CF airway cells viability, ATPlite luminescence, overnight; hits give low values; cells stimulated with P. aeruginosa culture filtrate; activity change (cytotoxicity), % at 5 µM;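 active = corrected activity change at or below -50% at 5 µM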
hiPSC survival: hiPSC single-cell survival enhancement; 360,000 tested, 0.044% active; survival enhancement, % at 20 µM; ATPlite luminescence; 100% = ROCK inhibitor wells, 0% = DMSO; in the data active = survival enhancement above about 18%;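 note: cells exposed to compounds for 16 hours before the ATP read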
Shn3 3UTR inh: reduces Shn3 3'UTR luciferase signal in osteoblasts; Clone20 osteoblast Shn3 3'UTR firefly luciferase, 24 h; inhibition, % at 12.5 µM; 360,000 tested, 0.52% active;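 active = mean inhibition of at least 75% with every replicate also reaching 75%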;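 note: 0% = median of neutral control wells and 100% = pilot-screen positive control compound; some compounds past the cut are filed as inactive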
NR2E3 ag-1: activates human photoreceptor nuclear receptor NR2E3 | Q9Y5X4 | inhibition of corepressor binding, % at 4.78 µM | GST-NR2E3/biotin-RetCOR TR-FRET, 1536-well | AID 2300 | 320,000 tested, 0.12% active;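 active = percent inhibition above the cutoff of mean plus 3 SD of all tested compounds, set per screening campaign, cut at about 20% in these data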;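 note: 0% = DMSO wells and 100% = biotin wells as full block of FRET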
Target sequence (Q9Y5X4 whole entry, looked up): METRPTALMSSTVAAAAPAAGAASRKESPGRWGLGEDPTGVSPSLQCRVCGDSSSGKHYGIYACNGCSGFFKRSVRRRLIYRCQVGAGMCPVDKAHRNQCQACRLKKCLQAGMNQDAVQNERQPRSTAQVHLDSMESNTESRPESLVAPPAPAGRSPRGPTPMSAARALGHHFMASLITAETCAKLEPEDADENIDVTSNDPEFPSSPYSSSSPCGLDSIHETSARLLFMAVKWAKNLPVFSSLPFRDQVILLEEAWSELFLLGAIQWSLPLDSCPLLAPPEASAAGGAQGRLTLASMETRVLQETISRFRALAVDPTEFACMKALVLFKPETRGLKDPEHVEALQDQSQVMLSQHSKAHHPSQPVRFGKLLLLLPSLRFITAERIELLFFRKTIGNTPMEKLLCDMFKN
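System: GST-NR2E3 and biotin-RetCOR proteins; probe or stimulus: 7 nM biotin-RetCOR; doses: compound at 4.8 µM, single dose; schedule: Compound–protein incubation for 5 h at 4 °C; detection: time-resolved FRET; read-out: percent inhibition; controls: biotin wells as high control, 0.6% DMSO wells as low control; format: 1536-well plates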
NR2E3 ag-2: activates human NR2E3 receptor; inhibition of corepressor binding, % at 3.98 µM; AID 602229; 360,000 tested, 0.35% active; CHO-S Gal4-NCOR/VP16-NR2E3 two-hybrid, luciferase; Q9Y5X4;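 active = inhibition above the mean of all tested compounds plus 3 SD, cut at about 70% in these data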;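 note: 0% = DMSO with NR2E3 transfected cells and 100% = cells lacking NR2E3 construct; higher means lower luciferase signal from less NR2E3 corepressor binding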
TRPM1 prom inh: reduces MITF-dependent TRPM1 promoter luciferase signal; SK-MEL-5 TRPM1 promoter luciferase, 24 h; inhibition, % at 12.5 µM; 330,000 tested, 0.83% active; AID 488899;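 active = mean inhibition across replicates of 60% or more, whatever share of single replicates reaches that level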; note: values of inactives mirror those of a sister screen read the other way
LMP1 NFkB inh: reduces LMP1-driven NF-kappaB luciferase signal. LMP1-induced NF-kappaB luciferase reporter cells, luminescence. 350,000 tested, 0.69% active. inhibition, % at 12.5 µM; in the data active = inhibition above about 41%;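 note: 0% = neutral control wells and 100% = reference inhibitor control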
Peg3 prom inh: reduces Peg3 promoter-driven luciferase expression in HeLa; HeLa PEG-Prom luciferase reporter, luminescence, overnight; inhibition, % at 20 µM; 360,000 tested, 1.7% active; AID 588405;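 active = inhibition of at least 50% at 20 µM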
HIF-2a block: HIF-2a inhibition; 786-0 RCC cells HIF-2a reporter, luciferase luminescence, overnight; inhibition, % at 18.8 µM; 360,000 tested, 0.72% active; AID 624352;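 active = inhibition of the luminescence signal of 40% or more relative to plate controls, in a single-dose primary screen at 18.75 µM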
The depositor's hits bear a star; . = not tested or not shown.

The opening 9 compounds, to show the layout:
molecule,TRAIL sens C8,CF NFkB block,KKLEB tox,hiPSC survival,Shn3 3UTR inh,NR2E3 ag-1,NR2E3 ag-2,TRPM1 prom inh,LMP1 NFkB inh,Peg3 prom inh,HIF-2a block
N#CCCN(Cc1cccs1)C(=O)Nc1ccccc1,-4,-7,8,-0.3,-5,-1,2,1,-1,7,17
CO/N=C/c1ccc(N2CCOCC2)c([N+](=O)[O-])c1,-5,12,-4,-1.0,-2,-2,-2,3,3,-1,12
N#CCCN(C(=O)COC(=O)c1ccc2c(c1)OCCO2)c1ccccc1,6,-1,-3,-1.3,11,.,21,-4,-13,4,8
O=C1C=C(NNC(=O)c2ccccc2Br)CCC1,1,5,-7,1.7,3,1,-16,-9,0,-4,10
CCS(=O)(=O)c1ccc2oc(=O)c(/C=C(\O)c3ccc(Cl)cc3)nc2c1,-3,15,-13,-0.9,1,2,-42,5,6,-6,14
CC1=C(C(=O)N(C(C)C)C(C)C)CC(CC(=O)NC(c2ccccc2)c2ccccc2)C(=O)N1CCCN1CCCC1=O (stereo not given),10,-11,-9,-0.2,-20,.,-16,.,.,4,15
CC(C)CC(=O)N1CCN(Cc2ccc(C(F)(F)F)cc2)CC1,-2,-1,2,0.3,15,2,-10,3,2,23,11
N=c1c2c(ncn1CCN1CCOCC1)Oc1cc(O)ccc1C2c1ccccc1 (stereo not given),-6,8,-6,0.7,-24,0,24,-2,1,1,7
Cc1ccc(-c2cc(NC=O)c3ncc(-c4cnn(C)c4)n3c2)cc1,4,13,-16,-3.3,21,.,-30,.,.,40,-41

The list itself, from the start:
molecule,TRAIL sens C8,CF NFkB block,KKLEB tox,hiPSC survival,Shn3 3UTR inh,NR2E3 ag-1,NR2E3 ag-2,TRPM1 prom inh,LMP1 NFkB inh,Peg3 prom inh,HIF-2a block
N#CCCN(Cc1cccs1)C(=O)Nc1ccccc1,-4,-7,8,-0.3,-5,-1,2,1,-1,7,17
CO/N=C/c1ccc(N2CCOCC2)c([N+](=O)[O-])c1,-5,12,-4,-1.0,-2,-2,-2,3,3,-1,12
N#CCCN(C(=O)COC(=O)c1ccc2c(c1)OCCO2)c1ccccc1,6,-1,-3,-1.3,11,.,21,-4,-13,4,8
O=C1C=C(NNC(=O)c2ccccc2Br)CCC1,1,5,-7,1.7,3,1,-16,-9,0,-4,10
CCS(=O)(=O)c1ccc2oc(=O)c(/C=C(\O)c3ccc(Cl)cc3)nc2c1,-3,15,-13,-0.9,1,2,-42,5,6,-6,14
CC1=C(C(=O)N(C(C)C)C(C)C)CC(CC(=O)NC(c2ccccc2)c2ccccc2)C(=O)N1CCCN1CCCC1=O (stereo not given),10,-11,-9,-0.2,-20,.,-16,.,.,4,15
CC(C)CC(=O)N1CCN(Cc2ccc(C(F)(F)F)cc2)CC1,-2,-1,2,0.3,15,2,-10,3,2,23,11
N=c1c2c(ncn1CCN1CCOCC1)Oc1cc(O)ccc1C2c1ccccc1 (stereo not given),-6,8,-6,0.7,-24,0,24,-2,1,1,7
Cc1ccc(-c2cc(NC=O)c3ncc(-c4cnn(C)c4)n3c2)cc1,4,13,-16,-3.3,21,.,-30,.,.,40,-41
CN(CCC#N)C(=O)CC(Cc1ccccc1)C1CCOC(C)(C)C1 (stereo not given),9,19,-3,0.6,4,2,-28,1,-4,-12,13
CCc1noc(C)c1C(=O)OC(C)C(=O)Nc1ccccc1OC (stereo not given),-2,-13,7,-0.5,9,3,-7,2,0,10,6
O=C(O)Cc1c(C(=O)O)nnn1-c1cccc(C(F)(F)F)c1,-6,-14,3,1.8,5,-1,-15,-1,-9,2,5
Cc1ccc(CNCC(O)c2ccccc2)s1 (stereo not given),0,15,-7,1.8,2,2,-13,-4,9,-6,-4
CCC(=O)Oc1ccc(C(=O)Nc2cccc(NC(=O)c3ccco3)c2)cc1,-6,14,1,-0.6,4,-4,-9,-2,9,-33,-17
CC(c1ccccc1)c1nnc(NC(=O)c2ccc3c(c2)OCO3)s1 (stereo not given),10,3,-5,0.2,7,1,-53,-10,-11,-35,-88
O=C(Nc1cccc2nsnc12)c1ccc(-c2ccc(Br)cc2)o1,1,-3,6,0.0,-11,-1,4,7,-8,-18,-89
Cc1[nH]c(=S)c(C#N)c2c1CCCC2,24,-16,-3,0.2,8,1,5,2,2,-1,5
CC(=O)N1CCc2cc(S(=O)(=O)NC(Cc3ccccc3)C(=O)NCCN3CCCCC3C)ccc21 (stereo not given),25,5,1,-0.4,-21,-1,2,-17,3,4,11
Cc1ncc(CO)c2c1Oc1nc(-c3ccccc3)nc(SCC(=O)N3CCCCC3)c1C2,17,85*,-5,1.4,7,-3,13,5,-3,64*,13
CC(C)(C)C1CCC(=NNC(=O)CC(=O)NCc2ccccc2)CC1 (stereo not given),-1,9,4,-1.2,7,1,-22,-4,3,5,11
CC(=O)Nc1ccccc1OC(C)C(=O)N1CC(C)CC(C)C1 (stereo not given),-4,5,-10,-0.1,18,1,21,7,-1,11,1
O=C(CN(Cc1ccco1)Cc1cccs1)N1CCN(S(=O)(=O)c2cccc(F)c2)CC1,-8,22,-6,-0.2,-3,0,8,1,-1,13,1
C/C(=N\NC(=O)c1ccc([N+](=O)[O-])cc1)c1c(O)cc(C)oc1=O,-8,-7,-2,-0.1,3,5,-16,0,9,2,-3
COc1ccc(C(=O)N2CCN(c3ccccc3Cl)CC2)cc1S(=O)(=O)NC1CC1,-6,6,-9,0.0,13,5,0,4,-5,-20,17
Cn1c(=O)c2[nH]c(C3CC3)nc2n(C)c1=O,2,8,3,-0.9,-5,.,6,3,-1,-6,3
COc1cccc(NC(=O)C2C3C=CC4(O3)C2C(=O)N(C2CC2)C4C(=O)NC2CCCCC2C)c1 (stereo not given),3,-13,3,-0.2,-6,1,-7,-1,2,5,0
Cc1ccc(S(=O)(=O)NC2CCSC2=O)cc1C (stereo not given),-1,-12,16,2.2,-5,2,-18,12,69*,0,15
CCOc1cccc2cc(C(=O)NCc3ccccc3)c(=N)oc12,-10,4,-8,-0.6,-8,-5,-18,6,3,-22,2
OC1(c2ccccc2)C/C(=N\n2cnnc2)C=C1c1ccccc1 (stereo not given),-29,9,1,-0.6,9,1,3,-1,2,2,-3
CCOc1ccccc1C(=O)NCC(=O)OCCCOC(=O)CNC(=O)c1ccccc1OCC,4,10,12,1.1,-20,-6,4,16,4,1,-6
CN(Cc1nc(-c2cccs2)no1)CC1COCCO1 (stereo not given),-1,-25,10,-1.9,-43,-2,-41,-20,-8,-74,-102
N#CCCCSc1nnc(-c2ccc(Cl)cc2)n1-c1ccccc1,-4,26,-11,0.4,12,3,0,1,-6,10,8
CCC1CCCCN1C(=O)COc1ccc2c(c1)OCO2 (stereo not given),2,20,-8,-0.3,7,-1,-31,3,8,-5,-3
Cc1ccc(/C=C/C(=O)O)cc1S(=O)(=O)NCCCC(=O)O,-7,10,-10,-2.9,-2,0,-7,-4,-9,16,11
N/C(=N\OC(=O)c1ccc([N+](=O)[O-])cc1)c1ccccn1,24,-22,1,-1.9,-30,0,-109,-18,24,6,1
COc1cc(/C=N/NC(=O)CN(Cc2ccco2)S(=O)(=O)c2ccccc2)ccc1O,-7,0,9,-0.8,19,-2,-18,-10,5,11,20
CCOC(=O)N1CCC(NCCNC(=O)c2ccc(F)c(F)c2)CC1,-6,3,-10,-0.5,7,3,-22,0,1,-4,14
O=C(CN1CCOCC1)Nc1cccc(C(F)(F)F)c1,-5,6,2,0.9,14,-2,-5,7,10,13,9
Cc1cccc(NC(=O)CSc2nnc(NC(=O)c3ccco3)s2)c1,1,10,2,3.9,3,3,22,-28,-4,-23,-103
c1csc(CSc2nnc3sc4ccccc4n23)c1,-1,-6,-2,-2.2,-28,-3,-85,-63,-15,-241,-218
COc1ccc(Nc2nc3ccccc3c(=O)s2)c(OC)c1,8,2,-2,0.8,-3,-2,-5,-1,4,11,-2
COc1ccc(CNC(=O)COC(=O)C2CCC(C(C)(C)C)CC2)cc1 (stereo not given),17,0,4,0.3,20,1,-17,12,5,2,11
Cc1cccc(C(=O)Nc2nnc(-c3ccncc3)o2)c1,1,-4,-2,-0.3,-4,2,-6,4,-4,-20,15
CCN(CC(=O)NC1CCCCCC1)S(=O)(=O)c1ccccc1,-12,-10,5,11,14,2,0,-3,-7,4,5
Cc1c(NC(=O)C23CC4CC(CC(C4)C2)C3)c(=O)n(-c2ccccc2)n1C,-2,1,1,-0.7,14,-1,-29,1,1,2,17
CSCCC(NC(=O)c1c(C)oc2c1CCCC2)C(=O)O (stereo not given),6,14,-4,0.5,19,1,4,16,-10,9,5
O=C(CCNC(=O)c1ccc([N+](=O)[O-])cc1)Nc1cccc(S(=O)(=O)N2CCOCC2)c1,-23,12,2,0.3,4,2,8,9,5,2,21
Cc1ccc(Cc2c(-c3ccco3)nc3ccc(Cl)cn23)cc1,-11,66*,-26,4.2,2,.,-4,.,.,2,6
C=C(C)C1Cc2c(C)nn(-c3ccccc3)c2C1 (stereo not given),-6,9,-5,3.2,-5,-2,0,-4,2,-10,-9
COc1cccc(-c2cnc(C(O)c3cc(Cl)cc(Cl)c3)[nH]2)c1 (stereo not given),3,-1,-12,-0.1,4,.,-9,.,.,24,-1
O=C(CCS(=O)(=O)c1ccc(Br)cc1)NCCc1ccc(Cl)cc1,-16,-4,12,-0.5,-7,-4,5,0,0,13,4
CCC(=O)OCn1nnc2ccccc2c1=O,-2,6,-2,-0.2,-27,3,8,10,-4,21,15
COc1ccc(Nc2ccc(C(N)=O)cc2[N+](=O)[O-])cc1,-3,6,6,1.9,19,0,-25,15,1,6,4
O=C(NCC(F)(F)F)Nc1ccccn1,0,5,10,-1.5,2,4,-28,-8,3,-9,17
Cn1c(SCc2ccccc2)nnc1-c1ccc(O)cc1,1,20,-2,1.0,-42,4,-40,-37,-13,-75,-123
O=C(COC(=O)c1cccnc1Cl)c1ccc(Cl)s1,-4,14,-9,0.1,1,.,-11,5,4,-11,2

An excerpt; rates above refer to the full screens.
